High-throughput results as filed in PubChem BioAssay.
SUMO Mot1 rescue – inhibitors of SUMOylation pathway: yeast Mot1-301 growth rescue. S. cerevisiae Mot1-301 growth rescue, ATP luminescence, 38.5C; percent above DMSO median, 100 means doubled. growth rescue, % at 18.8 µM. 320,000 compounds, 1% hits;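 active means every valid replicate shows activation above 250% relative to neutral control wells; inactive means the rest, any valid replicate at or below 250%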;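 further: OY570 slx delta 5 strain wells were the positive control but not used for scaling; some compounds called inactive have numbers as strong as hits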
SR-BI uptake up – enhances SR-BI lipid uptake from DiI-HDL. CHO ldlA[mSR-BI] cells, DiI-HDL uptake fluorescence, 3 h; 100 = double the neutral-control signal. activation, % at 12.5 µM. 320,000 compounds, 0.096% hits;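 active means mean replicate activation of at least 60% and every replicate at or above 60%; inconclusive means mean or all-replicate condition met, but not both; inactive means mean below 60% and not all replicates reaching 60%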;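 further: 0% = median plate neutral-control signal and 100% = twice that signal; values of inactives mirror those of a sister screen read the other way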
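System: CHO ldlA[mSR-BI] cells / Medium: HEPES-buffered (25 mM, pH 7.4) F12 plus 0.5% BSA / Probe or stimulus: labelled HDL, 10 µg/mL / Doses: single compound concentration, delivered by pin transfer / Schedule: 3 h, 37 °C / Measured by: DiI fluorescence, bottom read / Measure: cell-associated DiI fluorescence as measure of HDL uptake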
MITF act – increases MITF-driven TRPM1 promoter luciferase signal. 300,000 compounds, 0.75% hits. SK-MEL-5 TRPM1-promoter luciferase, 24 h; % of positive control, neutral wells = 0. activation, % at 12.5 µM;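 active means mean activation of at least 80% with every replicate also reaching 80%; inconclusive means mean reaches 80% but some replicate falls short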;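 further: 0% = neutral control wells and 100% = parthenolide positive control wells; values of inactives mirror those of a sister screen read the other way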
Arr AP2 block – human beta-arrestin and AP2 interaction inhibition; 340,000 compounds, 0.31% hits; inhibition, % at 10 µM; FITC-arrestin peptide / GST-AP2 beads, flow cytometry; AP2 beta2 appendage carries R879A mutation; AID 504490;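 active means inhibition above a set limit, near 3 SD of compounds lacking own fluorescence, cut at about 54% in these data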;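 further: plate controls were DMSO wells for no effect and 5 µM unlabelled arrestin peptide for full effect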
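System: GST-AP2 R879A glutathione beads; medium: PBS, Tween 20 0.05%, BSA 0.1%; reagent: fluorescein-tagged arrestin peptide at 50 nM final; schedule: pre-incubation 12 min, peptide binding 1 h, room temperature; detection: flow cytometry, FL1 (488/535 nm); read-out: inhibition as reduced fluorescein signal on beads, percent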
PKA-R1A act – activators of PKA-R1A complex | P00514+P68181 | PKA-R1A dissociation, Cy5-IP20 fluorescence polarization; scaled: DMSO 0%, 113 µM cGMP 100% | activation, % at 11.4 µM | 340,000 compounds, 0.083% hits | AID 504707;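 active means percent activation above the mean of all tested compounds plus 3 SD, cut at about 19% in these data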;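 further: higher means more PKAc released from R1A so a rise in polarization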
NSD2 inh – NSD2 (human) methyltransferase inhibition | O96028 | NSD2 peptide methylation, AlphaScreen, 120 min | inhibition, % at 12.5 µM | 310,000 compounds, 0.54% hits; in the data active means inhibition above about 50%
CDK5 p35 inh – CDK5/p35 (human) kinase inhibition | Q00535+Q15078 | Recombinant CDK5/p35, ADP-Glo luminescence, 60 min | inhibition, % at 10 µM | 330,000 compounds, 0.01% hits;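 active means highest replicate inhibition of at least 50% and at least 75% of replicates reaching 50%; inconclusive means only one of the two criteria met; inactive means both criteria failed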;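 further: plate controls were DMSO neutral control for no effect and GW8510 at 10 µM for full effect; many of its hits are not listed in these tables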
SR-BI DiI inh – mouse SR-BI HDL lipid transfer inhibition. Q61009. ldlA[mSR-BI] CHO cells, DiI-HDL uptake fluorescence, 3 h. inhibition, % at 12.5 µM. 320,000 compounds, 0.96% hits. AID 488896;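 active means mean replicate inhibition of at least 70% and a set share of replicates each scoring 70 or more; inconclusive means meets just one of the two criteria; inactive means fails both criteria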;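 further: 0% = median of neutral control wells and 100% = median of positive control wells; values of inactives mirror those of a sister screen read the other way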
PKA-R2B activ – PKA-R2B complex activation. PKA-R2B holoenzyme dissociation, Cy5-IP20 fluorescence polarization; R2B truncated from residue 108, S112A mutant; 0% DMSO only, 100% 113 µM cGMP. AID 504700. activation, % at 11.4 µM. 340,000 compounds, 0.079% hits;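 active means activation above a cutoff set at the mean over all compounds plus 3 SD, cut at about 18% in these data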;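 further: higher means more holoenzyme dissociation and a rise in polarization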
Target sequence (P31323 whole entry, looked up, other chains not shown, the tested form may be a part): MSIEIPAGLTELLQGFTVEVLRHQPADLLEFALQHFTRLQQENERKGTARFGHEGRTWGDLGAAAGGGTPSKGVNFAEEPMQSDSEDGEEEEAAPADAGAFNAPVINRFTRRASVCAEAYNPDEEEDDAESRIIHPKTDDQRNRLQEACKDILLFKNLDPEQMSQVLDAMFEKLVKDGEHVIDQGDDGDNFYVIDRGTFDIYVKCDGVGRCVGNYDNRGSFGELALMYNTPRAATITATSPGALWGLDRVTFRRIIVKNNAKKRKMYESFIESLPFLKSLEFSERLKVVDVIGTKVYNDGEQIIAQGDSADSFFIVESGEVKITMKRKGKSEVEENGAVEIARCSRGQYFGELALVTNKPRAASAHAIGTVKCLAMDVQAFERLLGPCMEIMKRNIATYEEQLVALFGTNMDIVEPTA
DSG3 Ab inh – human desmoglein-3 autoantibody binding inhibition; P32926; DSG3-coupled beads, scFv-anti-DSG3-GFP binding, flow cytometry; active compounds read low; binding (percent of control), % at 10 µM; 310,000 compounds, 0.48% hits; AID 588358;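 active means binding more than 3 SD below its plate's average and above zero; inconclusive means below that plate limit but binding exactly zero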;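 further: hits lower antibody fragment binding to DSG3; some compounds called inactive have numbers as strong as hits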
dFosB activator – enhances mouse delta FosB homodimer DNA binding. 340,000 compounds, 0.99% hits. purified delta FosB, TAMRA-CDK5 oligo fluorescence polarization; percent of positive-control signal above neutral wells. activation, % at 25 µM;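 active means mean activation above about 17%, with every replicate also reaching it, limit read from the data, passing the limit was not always enough; inconclusive means only one of the two conditions met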;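 further: fluorescence polarization rise as delta FosB binds a TAMRA Cdk5 AP-1 oligo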
Target sequence (P13346 whole entry, looked up): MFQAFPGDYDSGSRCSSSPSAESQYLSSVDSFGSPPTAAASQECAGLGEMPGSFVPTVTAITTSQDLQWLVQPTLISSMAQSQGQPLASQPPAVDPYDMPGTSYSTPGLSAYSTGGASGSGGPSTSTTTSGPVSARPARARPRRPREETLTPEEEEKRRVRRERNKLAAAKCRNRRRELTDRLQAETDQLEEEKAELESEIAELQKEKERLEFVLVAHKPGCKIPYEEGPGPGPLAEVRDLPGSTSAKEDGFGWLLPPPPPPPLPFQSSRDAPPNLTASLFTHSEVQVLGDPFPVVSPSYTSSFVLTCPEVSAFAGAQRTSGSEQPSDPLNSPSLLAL
* marks the source's active call; other numbers are inactive results; ? = inconclusive; . = not tested or not shown. The order is random, and some 4.7% of all compounds hit somewhere here.

No.	SUMO Mot1 rescue	SR-BI uptake up	MITF act	Arr AP2 block	PKA-R1A act	NSD2 inh	CDK5 p35 inh	SR-BI DiI inh	PKA-R2B activ	DSG3 Ab inh	dFosB activator	mol
1	-2	12	16	-10	5	6	-0.3	-12	6	93	-15	Cc1ccc(S(=O)(=O)Cc2cc(-c3ccc(Cl)cc3)no2)cc1
2	-11	-1	4	8	3	0	0.7	1	-10	98	3	Cc1ccc(C(=O)OCC(=O)Nc2ccc3[nH]c(=O)[nH]c3c2)cc1S(=O)(=O)N1CCOCC1
3	-18	-69	6	-2	-18	-1	0.0	69	-3	99	4	Cc1nc(NC(=O)c2ccccc2)sc1-c1csc(NCc2ccccc2)n1
4	4	-11	-59	0	-7	-3	0.4	11	0	100	?	COC(=O)Cn1c(=NC(=O)c2nc3ccccc3s2)sc2cc(S(N)(=O)=O)ccc21
5	0	-23	-6	-3	-2	3	-0.2	23	3	.	-6	CC(=O)c1cc(F)c(N2CCN(C(=O)C(C)(C)C)CC2)cc1C
6	8	2	.	-2	4	-1	1.1	-2	-13	111	5	O=C(NC1CCCCCCC1)c1cc([N+](=O)[O-])ccc1Cl
7	-7	-3	-7	-10	-8	0	0.1	3	-4	110	8	Cc1ccc([N+](=O)[O-])cc1NC(=O)Nc1onc(C)c1C
8	-3	23	.	35	4	1	1.5	-23	1	95	5	CCOC(=O)CSc1ccc(C(=O)NCCCN2CCOCC2)cc1[N+](=O)[O-]
9	-10	-2	5	3	1	0	1.7	2	-4	102	-8	O=C1CC(N2CCN(c3ccccc3Cl)CC2)C(=O)N1c1cccc(F)c1 (configuration not stated)
10	-6	-18	0	-3	-5	18	-1.0	18	-5	96	-4	CCN(CC)CCN(C(=O)c1cccc(N2C(=O)CCC2=O)c1)c1nc2cc3c(cc2s1)OCO3
11	-7	-18	17	-17	-5	-1	1.5	18	-8	102	3	C=CCn1cccc(C(=O)Nc2ccc(OCC)cc2)c1=O
12	-22	-51	-63	-7	-4	.	2.1	51	-3	157	-4	C#CCOCCOCCOCCNc1nc(N2CCN(C(=O)CCCCCCCCCCNC(=O)[C@@H](CCSC)n3cc(CCO)nn3)CC2)nc(N2CCN(C(=O)CCCCCCCCCCNC(=O)[C@H]([C@@H](C)CC)n3cc(CCCCN=C(N)N)nn3)CC2)n1
13	-16	17	-7	18	-10	-1	0.1	-17	4	.	0	CCC(C)C(NC(=O)OC(C)(C)C)C(=O)NCc1ccco1 (configuration not stated)
14	0	6	7	7	-20	2	1.7	-6	-6	90	-2	NC(N)=Nc1nc2ccccc2o1
15	-3	5	-5	43	5	2	0.4	-5	5	91	-6	COc1cc(CN(C)C)cc(C=O)c1O
16	-5	-15	16	21	0	3	0.5	15	-5	100	4	O=C(/C=C/c1ccccc1)NC(=S)Nc1cccnc1
17	-5	-3	20	-7	3	1	0.8	3	-1	106	-2	CC(C)n1nnnc1SCC(=O)NCCc1ccccc1
18	-4	-29	3	11	-6	3	1.2	29	3	106	-7	CCN(C1CCCCC1)S(=O)(=O)c1ccc(S(=O)(=O)NCCc2ccncc2)cc1
19	-7	16	4	5	9	0	-2.1	-16	3	87	-5	COC(=O)c1ccc(CN2CCN(Cc3ccccc3)C(CCO)C2)cc1 (configuration not stated)
20	-22	11	-1	18	-3	11	2.5	-11	3	96	-5	COC(=O)C1C(O)C(C)C(O)C(C)(O)/C=C\C=C(/C)C(=O)Nc2c(C)c(OC(C)=O)c3c(c2O)C(=O)C(C)=C2OCOC(=C23)/C(C)=C/C(C)(O)C(O)C(C)C1O (configuration not stated)
21	-7	-2	4	8	-11	-2	-0.5	2	-6	104	-2	O=c1[nH]cccc1-c1nc2ccccc2n1Cc1cccc(F)c1
22	-13	5	-1	1	6	12	-1.1	-5	0	105	-1	COc1ccc([C@@H]2Sc3cc(OC)ccc3N(CCN(C(C)C)C(C)C)C(=O)[C@H]2OC(C)=O)cc1
23	-12	.	-16	9	2	.	0.3	.	-6	.	-2	CCOc1ccc(N(C(=O)c2snc(C(N)=O)c2N)C(C(=O)NCC2CCCO2)c2c[nH]c3ccccc23)cc1 (configuration not stated)
24	153	-10	3	8	-15	-1	-0.7	10	-17	105	-12	CCCc1cc(C(=O)N2CCN(c3ccc(C(F)(F)F)cn3)CC2)sc1C
25	-17	22	-7	3	5	-2	-0.7	-22	-5	105	7	COP(=O)(CN(Cc1ccccc1)C(=S)Nc1c(C)cccc1C)OC
26	3	15	8	-5	.	-6	0.0	-15	.	96	1	O=C(CCCN1C(=O)c2cccc3cccc(c23)C1=O)Nc1ccon1
27	-6	-4	47	.	-6	-9	2.1	4	5	100	-12	O=C1CCNc2ccc(-c3ccccc3)cc21
28	7	-3	1	-15	-5	3	0.6	3	1	99	-12	COc1ccc(CNC(=O)CN2C(=O)CSc3ccc(S(=O)(=O)N4CCCCC4)cc32)cc1
29	.	-19	7	-14	1	-1	0.4	19	-8	117	-15	Cc1ccc(S(=O)(=O)N2CCN(c3nc(C)c4c(c3C#N)CC(C)(C)OC4)CC2)cc1
30	-6	-31	6	11	-1	.	-1.2	31	-2	105	-6	COc1ccc([C@H]2CC(=O)C=C(c3cccc(Br)c3)C2)cc1
31	4	8	13	7	-6	-2	-1.0	-8	-4	95	-4	CCOC(=O)Cc1c(Cl)c2ccccc2[nH]c1=O
32	13	30	1	11	-13	-2	-0.8	-30	-9	97	-4	CC(OC(=O)C12CC3CC(CC(O)(C3)C1)C2)C(N)=O (configuration not stated)
33	19	26	.	12	0	1	-1.5	-26	-8	.	-2	COc1ccc(-c2cc(=O)[nH]c(=O)[nH]2)cc1
34	196	4	-7	14	-4	-1	3.5	-4	-14	99	-2	CSc1nnc(-c2ccccc2)c(-c2ccccc2)n1
35	8	-3	6	-1	-7	.	2.0	3	4	108	-4	COc1ccc(C2c3c(oc4ccccc4c3=O)C(=O)N2c2ccccn2)cc1 (configuration not stated)
36	261	-19	4	-2	-2	.	1.3	19	-16	101	3	CC#CCN1C(=O)N[C@@H](c2ccccc2)C(C(=O)OC)=C1C
37	8	16	-4	18	1	.	0.7	-16	9	100	-6	COc1ccc2c([N+](=O)[O-])c(Cl)[nH]c2c1
38	-22	14	0	-3	4	0	2.0	-14	10	101	-3	O=C(Nc1ccccc1)c1c2c(nc3ccccc13)CCCC2
39	11	10	0	6	2	.	3.0	-3	-9	107	-2	CCOC(=O)[C@H]1[C@H]2COc3ccc(Cl)cc3[C@@H]2N2C(=O)CN(C)C(=O)[C@@]12C
40	-7	-13	-11	5	7	3	-0.3	13	4	129	-2	COc1ccc(-n2c(=O)c3ccccc3c3ccccc3c2=O)cc1
41	-11	-51	8	1	-23	0	0.4	51	-3	.	3	CCCC(=O)Nc1cccc(Oc2nc(C)cc(C)c2C#N)c1
42	26	.	.	-29	-7	1	0.6	.	-14	113	-6	C/C(=N\N1CCN(Cc2ccccc2Cl)CC1)c1ccc(F)cc1
43	6	0	2	-8	-1	-2	-0.1	0	0	123	1	C=CCNC(=S)NCCO
44	37	3	-3	32	-4	0	-2.2	-3	-14	105	-9	CC(=O)c1ccc(NS(=O)(=O)c2ccc(C(C)(C)C)cc2)cc1
45	-6	-11	-2	-1	7	-1	-2.0	11	-1	.	5	O=C(COc1ccccc1F)NNC(=O)c1cc(Br)ccc1Cl
46	-13	-7	4	19	-5	0	-0.5	7	-17	103	-8	O=C(CSc1nc2ccc(Cl)cc2[nH]1)N1CCN(C(=O)c2ccco2)CC1
47	6	3	2	-14	9	2	0.6	-3	-15	112	-4	CCCCC(=O)N1CCN(c2ccc(OC)cc2[N+](=O)[O-])CC1
48	8	.	-1	2	10	-1	-1.3	.	-7	113	-4	O=C(Nc1ccc(F)cc1F)NC1CC(=O)N(Cc2ccccc2)C1 (configuration not stated)
49	-10	14	6	5	-12	3	0.6	-14	7	.	1	O=C(Cn1nc(C(F)(F)F)cc1C1CC1)Nc1ccccc1F
50	-11	-38	7	1	-4	0	-2.2	38	-4	102	-4	CCOC(=O)N1CCC(NC(=O)CSCc2nc(-c3ccc(OC)c(OC)c3)oc2C)CC1
51	-11	31	.	12	-9	.	0.1	-31	2	104	-4	O=C(c1ccc(NC2=NC3CS(=O)(=O)CC3S2)cc1)N1CCN(C(=O)c2ccco2)CC1 (configuration not stated)
52	13	1	-1	-1	-7	4	-1.5	-1	-7	96	2	Cn1cc(CN2CCc3ccccc3C2)c2ccccc21
53	-1	-18	1	0	-13	-1	-5.8	18	-15	114	1	COc1cccc(NC(=O)CN(C)C(=O)CSc2nc3ccccc3s2)c1
